Screening results from PubChem BioAssay.
APEX1 inh: APE1 (human) endonuclease inhibition | P27695 | recombinant APE1, TAMRA/BHQ-2 abasic DNA cleavage fluorescence | Potency, µM (highest dose often 65.8 µM), inactives show at the highest dose activity change, negative = inhibition, usual class: inhibitors | hit rate 0.35% among 350,000 | AID 2517;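 note: potency is the fitted concentration of half-maximal effect; plate controls were vehicle for no effect and reference inhibitor for full effect; nearly all actives have a fitted effect of over 55% in size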
Target sequence (P27695 whole entry, looked up): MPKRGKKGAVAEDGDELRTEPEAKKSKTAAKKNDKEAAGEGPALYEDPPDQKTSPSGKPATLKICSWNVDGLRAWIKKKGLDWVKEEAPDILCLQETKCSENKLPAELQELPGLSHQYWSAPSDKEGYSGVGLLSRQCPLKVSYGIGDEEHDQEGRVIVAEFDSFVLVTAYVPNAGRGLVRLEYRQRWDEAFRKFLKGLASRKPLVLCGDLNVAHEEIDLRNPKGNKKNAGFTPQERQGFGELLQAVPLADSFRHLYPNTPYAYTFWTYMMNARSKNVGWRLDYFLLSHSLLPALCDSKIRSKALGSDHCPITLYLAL
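Enzyme (0.75 nM final) and test compound are incubated 15 min at room temperature before adding 50 nM quenched THF abasic-site duplex. Cleavage dequenches TAMRA, followed at 525/598 nm over three reads one minute apart.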
Pol beta inh: blocks human DNA polymerase beta activity | P06746 | Pol beta primer extension/strand displacement, fluorescence kinetic | Potency, µM (titrated, usually from 114 µM), for the others: top-dose activity change, negative = inhibition, hits mostly inhibitors | hit rate 1.3% among 340,000; note: potency is the fitted concentration of half-maximal effect; % is set by controls: 0 for no effect and ±100 for the full control effect
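10 nM enzyme + cpd, 15 min RT; start with substrate 50 nM final; read 0 min and after 10 min RT. Corrected, normalized data; 4-parameter Hill curve fit.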
LDHA inh: inhibitors of human lactate dehydrogenase A; purified LDHA, NADH/diaphorase-resazurin fluorescence; hits give low values; activity change, % (values are at about 110 or 230 µM); hit rate 0.15% among 480,000; AID 1347041; in the data active = activity change below about -30%; inconclusive = mostly about -25% to -30%;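 note: plate controls were DMSO wells for no effect and wells without enzyme for full effect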
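Remaining NADH was detected by diaphorase (0.133 mg/mL) converting 37 µM resazurin to fluorescent resorufin, read at 0 and 20 minutes. The preceding 5-minute room-temperature reaction used 2 nM LDHA, 0.2 mM sodium pyruvate and 0.06 mM NADH at pH 7.4.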
ERG Ets-DNA blk: blocks human ERG Ets domain binding to DNA; fluorescence polarization, His-ERG Ets domain / labelled DNA; Potency, µM (highest dose often 76.9 µM), for inactives: top-dose FP activity, negative = inhibition, hits mostly inhibitors; hit rate 0.028% among 370,000; P11308; active = well fitted inhibition curve with a large enough effect in the polarisation, with a control signal flat; inconclusive = small, poorly fitted or top-dose-only effect, or effect the other way, or a change in a side signal; inactive = no such curve, though single readings can be large or run the other way; the % refers to the polarisation;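 note: polarization taken with two DNA probes labelled with fluorescein and Texas red; potency is the fitted concentration of half-maximal effect; % of control where 0% means no effect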
Target sequence (P11308 whole entry, looked up, the tested form may be a part): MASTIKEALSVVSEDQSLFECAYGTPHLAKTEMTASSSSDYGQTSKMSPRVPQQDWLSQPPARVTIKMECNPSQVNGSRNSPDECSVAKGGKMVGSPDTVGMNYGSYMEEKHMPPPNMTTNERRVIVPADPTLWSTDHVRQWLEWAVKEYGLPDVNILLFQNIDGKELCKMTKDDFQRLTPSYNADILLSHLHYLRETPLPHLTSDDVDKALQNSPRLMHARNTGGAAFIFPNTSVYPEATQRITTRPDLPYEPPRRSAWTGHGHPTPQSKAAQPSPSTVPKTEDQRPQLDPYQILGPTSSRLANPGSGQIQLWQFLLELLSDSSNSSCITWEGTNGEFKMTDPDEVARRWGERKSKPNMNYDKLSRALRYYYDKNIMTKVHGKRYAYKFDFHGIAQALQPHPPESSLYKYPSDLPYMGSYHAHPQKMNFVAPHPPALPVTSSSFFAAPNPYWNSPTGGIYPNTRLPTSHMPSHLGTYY
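His-tagged ERG Ets domain (1 uM in the protein solution; 300mM KCl, 50mM Tris-HCl, 1mM EDTA, 1mM DTT, pH 7.5) received compound, then a probe mix of 5 nM fluorescein-DNA and 100nM Texas-615-DNA. Fluorescence polarization was read for both dyes.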
ALOX12 inh: ALOX12 (human) lipoxygenase inhibition; P18054; purified 12hLO, xylenol orange hydroperoxide absorbance; Potency, µM (doses to about 108 µM), for the others: at the top dose activity change, negative = inhibition, usual class: inhibitors; hit rate 1.1% among 580,000; AID 1671190; note: potency is the fitted concentration of half-maximal effect; % is set by controls: 0 for no effect and ±100 for the full control effect
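Purified human 12hLO at 150 nM in 25 mM Hepes, 0.01% Triton X-100, pH 7.0, preincubated 15 min at room temperature with compound. Reaction started with 40 uM arachidonic acid, 30 min at room temperature. Hydroperoxide measured by Fe-xylenol orange, 573/405 nm absorbance ratio.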
POLH inh: inhibitors of human DNA polymerase eta. hit rate 1.2% among 390,000. recombinant Pol eta, fluorescent DNA replication assay. AID 588591. Potency, µM (titrated, usually from 114 µM), for the others: top-dose activity change, negative = inhibition, actives largely listed as inhibitors. Q9Y253; note: potency is the fitted concentration of half-maximal effect; % is set by controls: 0 for no effect and ±100 for the full control effect
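Fluorescent replication assay: 50 nM final substrate added after a 15 min room-temperature compound preincubation with 10 nM enzyme. Signal taken at 0 min and again at 10 min.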
POLK inh: blocks human DNA polymerase kappa activity. purified Pol kappa, fluorescent DNA synthesis assay, 10 min. Potency, µM (highest dose often 107 µM), inactives show at the top dose activity, negative = inhibition, most hits filed as inhibitors. hit rate 0.53% among 400,000; note: potency is the fitted concentration of half-maximal effect; % is set by controls: 0 for no effect and ±100 for the full control effect
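Enzyme at 10 nM met test compounds for 15 min at room temperature. Substrate addition (50 nM final) began the reaction, which was monitored by fluorescence at 0 and 10 min.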
Anesthetic bind: binds horse apoferritin like a general anesthetic. AID 485281. P02791. hit rate 0.074% among 350,000. apoferritin/1-aminoanthracene competitive binding, fluorescence. Potency, µM (highest dose often 77.5 µM), without a hit: at the highest dose activity change, negative = displacement, most hits filed as inhibitors; note: potency is the fitted concentration of half-maximal effect; % is set by controls: 0 for no effect and ±100 for the full control effect; nearly all actives have a fitted effect of over 20% in size
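Read-out: endpoint 1-AMA fluorescence, excitation 380 nm and emission 535 nm, after compounds sit 10 min at room temperature with 10 uM horse-spleen apoferritin in 50% saturated 1-AMA/PBS. Values come from four-parameter Hill fits.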
RGS4 inh: blocks human RGS4-accelerated GTP hydrolysis; Potency, µM (top dose mostly 114 µM), for the others: at the top dose activity change, negative = inhibition, hits mostly inhibitors; hit rate 0.039% among 390,000; P49798; Transcreener GDP fluorescence polarization, RGS4-accelerated GTP hydrolysis; note: potency is the fitted concentration of half-maximal effect; % is set by controls: 0 for no effect and ±100 for the full control effect; nearly all actives have a fitted effect of over 75% in size; some results filed as inactive show a strong effect at the top dose
Target sequence (P49798 whole entry, looked up): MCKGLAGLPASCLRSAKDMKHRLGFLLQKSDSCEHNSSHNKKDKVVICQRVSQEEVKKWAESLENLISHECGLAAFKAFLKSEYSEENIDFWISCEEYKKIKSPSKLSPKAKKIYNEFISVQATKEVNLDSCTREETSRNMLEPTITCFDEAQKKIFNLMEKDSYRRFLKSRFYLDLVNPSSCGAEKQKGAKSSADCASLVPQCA
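MLSMR compounds (23 nl, pin-transferred) preincubated 10 min at room temperature with a 500nM (2x) first reagent, then RGS4 at 900nM (2x) plus Transcreener GDP mix added; fluorescence polarization (620/688 nm) read before and after 90 min at 30 °C.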
* hit, by the source's call; i = inactive; ? = inconclusive; · = not tested or not shown; & = joins results of further samples; [ ] = dose if it differs, or a comment. Unless noted, calls come from the whole dose curve; as a rule, active = well fitted curve in the direction sought with a large enough effect; inconclusive = small, poorly fitted or top-dose-only effect, or another doubt; inactive = no such curve, though single readings can be large; an effect the other way counts as inactive or inconclusive.

SMILES | APEX1 inh | Pol beta inh | LDHA inh | ERG Ets-DNA blk | ALOX12 inh | POLH inh | POLK inh | Anesthetic bind | RGS4 inh
COc1ccccc1NC(=O)Cc1nnc(SCC(=O)Nc2nccs2)n1C | 13.9%[12.4 µM] | -22.3% | -4.0 | 4.8% | -19.7% | -12.6% | -1.6% | 4.1% | 5.1%
CCOc1ccccc1CN1CCNC(=O)C1CC(=O)NCc1ccccn1 (stereo not given) | 7.4% | -17.5% | -0.3 | -13.2% | 3.8% | -6.4% | -10.5% | -2.5% | 30.4%
Cc1cc(C(=O)NCCc2ccc(Cl)cc2)no1 | 16.2% | 67.6% | -10.7 | -1.9% | 0.0% | -14.6% | -6.3% | -17.3% | 36.5%
CCCCN1C(=O)CN(C2CCCCCC2)C(=O)C1c1ccc(OC(C)C)c(OC)c1 (stereo not given) | · | -6.0% | -0.9 | 5.6% | -23.1% | -6.0% | -10.7%[60.1 µM] | -12.9% | 14.7%
CCOC(=O)c1c(C)[nH]c(C(=O)N/N=C/c2ccc(Br)cc2)c1C | 0.2% | -3.5% | -5.2 | -4.3% | 8.0% | ? | -9.6% | -1.1% | -33.8%
CCc1cc(C(=O)N/N=C/c2ccc(O)cc2O)c2ccccc2n1 | -19.4% | ? | 0.9 | 8.9% | i | -11.6% | -4.6% | -21.6% | 22.9%
CC(=O)Nc1ccc(SCCN2CC[C@@H](C)CCC2=O)cc1 | 35.6% | · | 2.1 | 3.7% | 6.2% | -9.8% | 13.9% | · | -27.6%
[O-][N+]1=C2CCC/C(=N\O)C2=NC12CCCCC2 | 16.4% | 16.6% | -11.3&8.4 | · | 8.9%&-2.7% | -11.2% | -6.0% | -5.1% | 7.5%
Fc1ccc(-c2nc(Nc3cccc(Cl)c3)nc3c2COc2ccccc2-3)cc1 | · | 4.9% | -0.1 | 1.8% | ? | -8.9% | -15.7% | -3.3% | 10.0%
Cc1nc(N2CCCCC2)sc1C(=O)c1ccc(SCCO)c([N+](=O)[O-])c1 | 21.5% | -1.7% | 9.2 | -0.6% | -0.5% | -16.5% | -7.8% | ? | ?
O=S(=O)(NCC1CCCO1)c1ccc(S(=O)(=O)N(Cc2ccc(F)cc2)C2CCCCC2)cc1 (stereo not given) | · | · | 2.5 | -2.1% | 15.2% | -4.1% | -15.3% | · | 6.8%
COc1ccc(-n2c(C(C)n3nc(C)c([N+](=O)[O-])c3C)n[nH]c2=S)cc1 (stereo not given) | -3.2% | 40.4% | -0.3 | -24.1% | ? | -7.0% | 6.1% | -4.7% | -23.3%
O=C(Cc1cccs1)Nc1cccc(-c2ccc3nncn3n2)c1 | -2.6% | -2.0% | -3.1 | -3.7% | -0.3% | -13.7% | 1.6% | -20.6% | -10.8%
CC(=O)Nc1ccc(S(=O)(=O)Nc2nnc(CC(C)(C)C)s2)cc1 | 1.2% | -1.4% | -4.6 | 11.8% | -19.4% | -16.2% | -9.0% | ? | ?
CN(C)NC(=O)c1csnc1-c1c(Cl)cccc1Cl | 0.1% | -10.8% | -5.1 | 4.4% | 0.0% | -18.1% | 2.0% | 4.9% | -3.6%

Fetched by compound from the entries so far, 3 records:
SMILES | APEX1 inh | Pol beta inh | LDHA inh | ERG Ets-DNA blk | ALOX12 inh | POLH inh | POLK inh | Anesthetic bind | RGS4 inh
CCc1cc(C(=O)N/N=C/c2ccc(O)cc2O)c2ccccc2n1 | -19.4% | ? | 0.9 | 8.9% | i | -11.6% | -4.6% | -21.6% | 22.9%
CC(=O)Nc1ccc(S(=O)(=O)Nc2nnc(CC(C)(C)C)s2)cc1 | 1.2% | -1.4% | -4.6 | 11.8% | -19.4% | -16.2% | -9.0% | ? | ?
CCOC(=O)c1c(C)[nH]c(C(=O)N/N=C/c2ccc(Br)cc2)c1C | 0.2% | -3.5% | -5.2 | -4.3% | 8.0% | ? | -9.6% | -1.1% | -33.8%

Further compounds
SMILES | APEX1 inh | Pol beta inh | LDHA inh | ERG Ets-DNA blk | ALOX12 inh | POLH inh | POLK inh | Anesthetic bind | RGS4 inh
CC1(C)CC(=O)C2=C(C1)Nc1ccccc1NC2c1ccccn1 (stereo not given) | 1.8% | 14.1% | 1.4 | 9.5% | 0.0% | 2.1% | -12.4% | -7.9% | 11.9%
CC(C)OC(=O)C(NC(=O)c1ccccc1)=C1CCCCC1 | -3.8% | -2.4% | 0.2 | -1.8% | -7.1% | -5.5% | -1.2% | -7.6% | -16.3%
CCN1CCN(c2oc(-c3ccc([N+](=O)[O-])cc3)nc2C#N)CC1 | -0.5% | 34.7% | 9.7&-3.5 | ? | -22.6%&72.7% | -21.3% | -6.2% | -0.7% | -36.0%
C[C@H]1CN([C@@H](C)CO)C(=O)c2cccc(NC(=O)Nc3ccc(C(F)(F)F)cc3)c2O[C@@H]1CN(C)S(=O)(=O)c1ccc(Cl)cc1 | -29.0% | · | 3.7 | 9.4% | -23.1% | ? | -4.1% | · | -19.8%
CC(c1ccc(F)cc1)n1cc(C(=O)NCCN(C)C)nn1 (stereo not given) | -4.4% | -9.0% | -0.8 | 9.1% | -7.6% | -7.4% | 0.4%[60.1 µM] | -11.4% | -1.7%[11.4 µM]
CCCC1(C(=O)OCC)NC(c2ccc(N(C)C)cc2)C2C(=O)N(c3ccc(F)cc3)C(=O)C21 (stereo not given) | -5.5% | -1.6% | 6.5 | 0.5% | 0.0% | -3.5% | -2.1% | ? | -2.9%
CCOC(=O)C1CCCN(C(=O)c2cc3ncc(Br)cn3n2)C1 (stereo not given) | 4.2% | -3.0% | -5.2 | -7.8% | 35.1%[activator] | ? | -9.8% | 6.2% | 26.6%
COc1ccc(C(CCNC(C)c2ccccc2)c2ccc(F)cc2)cc1 (stereo not given) | -3.6% | 23.3% | -1.0 | 7.4% | ? | -19.0% | -21.1% | -2.6% | 4.2%
O=C(c1cc2cc(F)ccc2[nH]1)N1CCC(Cc2ccccc2)CC1 | 15.6% | 6.7% | -0.3 | 8.2% | 14.9% | -22.5% | -12.4% | -11.3% | 2.0%[56.9 µM]
CN(C)c1ccc(/C=N\Nc2ccccn2)cc1 | 3.6% | -12.2% | 0.3 | 2.2% | ? | -21.0% | -6.8% | 45.8%[activator] | -30.4%
Cc1ccc(C(=O)NCC(=O)NC2CCC(C)CC2)s1 (stereo not given) | 10.1% | · | -4.8 | -3.0% | 0.0% | -29.0% | -3.4% | · | 21.5%
CCCN(CC(=O)NC(=O)NC1CCCCC1)CC(=O)Nc1cc(Cl)ccc1Cl | -24.0% | · | 3.1 | -1.1%[15.4 µM] | 219.8%[activator] | -25.5% | -6.5% | · | 8.2%
COc1ccc(NC(=O)C2CCN(c3nc4ccccc4[nH]3)CC2)cc1OC | · | 33.6%[activator] | -2.2 | 9.7% | -20.0% | -12.9% | -1.2%[60.1 µM] | -16.9% | -2.9%
Cc1ccc(NC2CCCN(C(=O)c3cccc(-c4ncc[nH]4)c3)C2)cc1C (stereo not given) | 61.4%[activator] | 28.5% | 1.7 | 14.2% | 7.5% | -14.9% | 11.6% | -11.4% | -2.5%
CCn1c(=O)c2cc(C(=O)NCc3cc(OC)ccc3OC)sc2c2ccccc21 | · | 0.5% | 8.1 | -3.8% | -25.1% | -9.9% | -4.4% | -6.8% | -6.4%
Cc1cccc(NC(=O)CN(c2ccc(C(C)C)cc2)S(=O)(=O)c2c(C)nn(C)c2C)n1 | -5.7% | -1.0% | 3.1 | 5.5% | 4.6%[57.4 µM] | -10.7% | -5.1% | -15.6% | 1.9%
COc1ccc(Cl)cc1NC(=O)CSc1nnc(C)c(=O)n1N | 6.6% | -2.7% | -4.8 | 2.8% | 8.7% | -18.9% | -9.8% | -7.1% | -17.8%
O=C(N/C(=C\c1ccc(Br)cc1)C(=O)N1CCCC1)c1ccccc1F | 3.3% | 0.3% | -9.2 | 14.7% | 5.3% | -7.8% | -0.1% | ? | 13.1%
CN(Cc1ccno1)C(=O)CC1C(=O)NCCN1CC(c1ccccc1)c1ccccc1 (stereo not given) | 2.0% | 27.5% | 3.2 | -1.0% | 0.0% | -10.2% | 4.1% | -5.0% | -7.9%
NC(=O)c1cccc2c3c([nH]c12)CCCC3 | -0.3% | 25.1% | -1.2 | -8.4% | · | -13.4% | -1.0% | ? | -38.5%
COc1ccc(CC(=O)NCCc2ccc(OC)c(OC)c2)cc1 | 17.7% | 6.9% | -4.2 | -9.5% | 0.0% | -19.1% | 8.7% | 3.8% | -9.6%
COc1ccc(-n2cc(C(=O)Oc3cc(C)cc(C)c3)c3ccccc3c2=O)cc1 | · | 13.9% | 4.3 | 0.0% | -14.5% | 1.8% | -1.3%[60.1 µM] | -0.9% | -14.7%
CCOC(=O)c1cnn(-c2ccccc2)c1-n1cccc1C(=O)C(=O)Nc1ccccc1 | 9.8% | -27.0% | -3.4 | -8.3% | 146.9%[activator] | -25.9% | -10.6% | -20.9% | 37.6%
CC(C)CCOc1cccc(OCC(=O)Nc2ccncc2)c1 | 8.1% | 8.0% | -2.5 | 2.2% | -10.3% | -13.7% | -10.2% | ? | -7.9%
O=C(NCCc1nnc2ccc(N3CCCCCC3)nn12)c1ccccc1F | · | · | -2.4 | 8.2% | 463.4%[activator] | -2.2% | -3.2% | · | -1.9%

Some of the compounds tested; the hit share may differ from the screen's.
